# High-throughput results: PubChem, National Center for Advancing Translational Sciences (NCATS)
# ALOX12 inh – Primary qHTS assay for inhibitors of human arachidonate 12S-lipoxygenase (ALOX12): Round 2 | purified 12hLO, xylenol orange hydroperoxide absorbance | Potency, µM (titrated, usually from 108 µM), for the others: top-dose activity change, negative = inhibition, actives largely listed as inhibitors | 580,000 tested, 1.1% active | AID 1671190, 2021; also: potency is read from the fitted curve at half-maximal effect; % is scaled to controls: 0 for no effect and ±100 for the full control effect
# Target sequence (P18054 whole entry, looked up): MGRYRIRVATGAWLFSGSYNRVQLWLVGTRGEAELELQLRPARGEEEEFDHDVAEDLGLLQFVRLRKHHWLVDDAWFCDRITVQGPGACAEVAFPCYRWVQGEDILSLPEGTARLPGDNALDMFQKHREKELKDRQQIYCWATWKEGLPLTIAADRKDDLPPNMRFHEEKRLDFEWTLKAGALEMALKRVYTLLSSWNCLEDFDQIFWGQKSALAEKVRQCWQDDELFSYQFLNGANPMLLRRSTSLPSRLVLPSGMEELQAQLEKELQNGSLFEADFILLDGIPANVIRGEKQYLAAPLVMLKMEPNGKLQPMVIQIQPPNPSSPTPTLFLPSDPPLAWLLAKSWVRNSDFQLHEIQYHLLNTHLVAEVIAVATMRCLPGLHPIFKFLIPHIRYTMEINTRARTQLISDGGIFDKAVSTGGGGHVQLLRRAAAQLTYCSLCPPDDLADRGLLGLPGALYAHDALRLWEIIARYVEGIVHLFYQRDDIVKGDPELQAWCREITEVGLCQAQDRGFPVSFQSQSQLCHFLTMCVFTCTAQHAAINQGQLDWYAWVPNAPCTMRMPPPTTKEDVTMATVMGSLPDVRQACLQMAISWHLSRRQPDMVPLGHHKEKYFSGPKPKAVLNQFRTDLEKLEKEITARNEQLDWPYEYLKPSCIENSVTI
#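 Purified human 12hLO at 150 nM in 25 mM Hepes, 0.01% Triton X-100, pH 7.0, preincubated 15 min at room temperature with compound. Reaction started with 40 uM arachidonic acid, 30 min at room temperature. Hydroperoxide measured by Fe-xylenol orange, 573/405 nm absorbance ratio.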
# POLB inh – qHTS Assay for Inhibitors of DNA Polymerase Beta; P06746; Pol beta primer extension/strand displacement, fluorescence kinetic; Potency, µM (highest dose often 114 µM), without a hit: at the top dose activity change, negative = inhibition, actives largely listed as inhibitors; 340,000 tested, 1.3% active; also: potency is read from the fitted curve at half-maximal effect; % is scaled to controls: 0 for no effect and ±100 for the full control effect
#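 Kinetic readout of DNA synthesis with strand displacement by Pol beta. Compound and 10 nM enzyme sit 15 min at room temperature; 50 nM substrate starts the reaction, read immediately and at 10 min.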
# APEX1 inh – qHTS Assay for Inhibitors of the Human Apurinic/apyrimidinic Endonuclease 1 (APE1). recombinant APE1, TAMRA/BHQ-2 abasic DNA cleavage fluorescence. 350,000 tested, 0.35% active. Potency, µM (doses to about 65.8 µM), inactives show top-dose activity change, negative = inhibition, hits mostly inhibitors. DNA repair nuclease/redox regulator APEX1 (Homo sapiens), P27695. AID 2517, 2012;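 also: potency is read from the fitted curve at half-maximal effect; plate controls were vehicle for no effect and reference inhibitor for full effect; nearly all actives have a fitted effect of over 55% in size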
#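 Substrate: short duplex with […] THF abasic site, 5'-TAMRA and 3'-BHQ-2, 50 nM final. APE1 at 0.75 nM, preincubated 15 min RT with compound. Fluorescence increase from first to third read measured activity.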
# Anesthetic bind – qHTS Assay for Identification of Novel General Anesthetics; apoferritin/1-aminoanthracene competitive binding, fluorescence; Potency, µM (top dose mostly 77.5 µM), for inactives: at the top dose activity change, negative = displacement, usual class: inhibitors; 350,000 tested, 0.074% active; also: potency is read from the fitted curve at half-maximal effect; % is scaled to controls: 0 for no effect and ±100 for the full control effect; nearly all actives have a fitted effect of over 20% in size
# Target sequence (P02791 2-175 limits assumed): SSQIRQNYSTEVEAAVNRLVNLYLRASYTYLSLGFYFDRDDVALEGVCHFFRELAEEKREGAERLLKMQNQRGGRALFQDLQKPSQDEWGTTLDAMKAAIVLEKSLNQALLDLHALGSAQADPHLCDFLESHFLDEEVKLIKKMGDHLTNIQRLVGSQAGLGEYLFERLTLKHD
#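 Apoferritin-based anesthetic binding model; compound displacement of fluorescent 1-AMA measured as endpoint fluorescence after 10 minutes at room temperature, scaled to free-ligand and complex controls.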
# ERG Ets-DNA blk – qHTS for Small Molecule Inhibitors of the ERG Ets/DNA interaction | 370,000 tested, 0.028% active | Potency, µM (series often up to 76.9 µM), for the others: at the top dose FP activity, negative = inhibition, usual class: inhibitors | fluorescence polarization, His-ERG Ets domain / labelled DNA | AID 624246, 2012; active = well fitted inhibition curve with a large enough effect in the polarisation, with a control signal flat; inconclusive = small, poorly fitted or top-dose-only effect, or effect the other way, or a change in a side signal; inactive = no such curve, though single readings can be large or run the other way; the % refers to the polarisation;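 also: polarization taken with two DNA probes labelled with fluorescein and Texas red; potency is read from the fitted curve at half-maximal effect; % of control where 0% means no effect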
#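 His-tagged ERG Ets domain (1 uM in the protein solution; 300mM KCl, 50mM Tris-HCl, 1mM EDTA, 1mM DTT, pH 7.5) received compound, then a probe mix of 5 nM fluorescein-DNA and 100nM Texas-615-DNA. Fluorescence polarization was read for both dyes.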
# TRHR ag – qHTS for Small Molecule Agonists and Allosteric Enhancers of Human TRH Receptor: Primary Screen for Agonists. Thyrotropin-releasing hormone receptor (Homo sapiens), P34981. TRHR cells, calcium flux fluo-8, FDSS agonist mode. 360,000 tested, 0.18% active. activation, % at 2 µM; in the data active = activation above about 30%; also: 0% is about no effect
#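 In this calcium-flux screen, cells bearing human TRHR are dye-loaded with fluo-8, baselined for 10 cycles, then exposed to library compounds; positive kinetic calcium responses during the agonist phase mark hits, with TRH as control.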
# Pol iota inh – qHTS for Inhibitors of Polymerase Iota; Pol iota fluorescent replication assay, 10 min; Potency, µM (top dose mostly 115 µM), for inactives: at the highest dose activity, negative = inhibition, usual class: inhibitors; 390,000 tested, 1% active; AID 588590, 2011; also: potency is read from the fitted curve at half-maximal effect
#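 Fluorescent replication assay read twice, at 0 min and 10 min after adding 50 nM (final) substrate. Enzyme (10 nM) and compounds were first incubated 15 min at room temperature; enzyme-free buffer wells were negative controls.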
# BLM inh – qHTS Assay for Inhibitors of Bloom's syndrome helicase (BLM); recombinant BLM DNA unwinding, fluorescence dequenching; Potency, µM (doses to about 56.1 µM), for inactives: at the highest dose activity change, negative = inhibition, actives largely listed as inhibitors; 350,000 tested, 0.2% active;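 also: potency is read from the fitted curve at half-maximal effect; plate controls were vehicle for no effect and no enzyme for full effect; nearly all actives have a fitted effect of over 35% in size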
# POLK inh – qHTS for Inhibitors of Polymerase Kappa; DNA polymerase kappa (Homo sapiens), Q9UBT6; purified Pol kappa, fluorescent DNA synthesis assay, 10 min; Potency, µM (titrated, usually from 107 µM), inactives show top-dose activity, negative = inhibition, hits mostly inhibitors; 400,000 tested, 0.53% active; also: potency is read from the fitted curve at half-maximal effect; % is scaled to controls: 0 for no effect and ±100 for the full control effect
#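 Readout: fluorescence, taken kinetically at 0 and 10 min. Conditions: 10 nM Pol kappa, 15 min RT compound preincubation, 50 nM substrate final. Controls: enzyme-free buffer wells.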
# Active calls of the source: *; ? = inconclusive; nt = not tested or not shown; [ ] = dose if it differs, or a comment. Unless noted, calls follow the shape of the dose curve; as a rule, active = well fitted curve in the direction sought with a large enough effect; inconclusive = small, poorly fitted or top-dose-only effect, or another doubt; inactive = no such curve, though single readings can be large; an effect the other way counts as inactive or inconclusive.
no.	canonical_smiles	ALOX12 inh	POLB inh	APEX1 inh	Anesthetic bind	ERG Ets-DNA blk
1	Cc1ccc2[nH]c(=O)c(C(c3nnnn3CC3CCCO3)N3CCc4ccccc4C3)cc2c1 (configuration not stated)	-26%	-1%	-5%	-19%	0%
2	O=C(COC(=O)c1ccccc1C(=O)c1ccc(Cl)c([N+](=O)[O-])c1)NC1CC1	-12%	23%	12%	-6%	9%
3	Cc1ccc(CNc2nc(-c3ccco3)nn2S(=O)(=O)c2ccc3ccccc3c2)cc1	?	0%	nt	-1%	-5%
4	Cc1cc(OC(=O)CNC(=O)OC(C)(C)C)c2c(C)cc(=O)oc2c1	-23%	20%	8%	-17%	-10%
5	C=CCn1c(C)nnc1SCC(=O)Nc1nccs1	?	6%	38%	-4%	10%
6	O=c1[nH]c(-c2ccccc2)nnc1-c1ccccc1	2%	-1%	3%	-5%	-2%
7	O=[N+]([O-])c1cccc(-c2nnc3n2CCCCC3)c1	6%	-11%	59%[activator]	9%	4%
8	CCCc1n(CC(O)COCc2ccccc2)c2ccccc2[n+]1C (configuration not stated)	?	-2%	11%	-1%	-3%
9	CN(c1ccccc1)S(=O)(=O)c1cccc(C(=O)Nc2nccs2)c1	5%	-26%	-5%	-16%	5%
10	CCN(CC(=O)Nc1c(Cl)cccc1Cl)C(=O)C1CCN(c2ncnc3sc(C)c(C)c23)CC1	1%	nt	7%	nt	2%
11	Cc1cccn2c(=O)c3cc(C#N)c(=N)n(Cc4ccncc4)c3nc12	nt	-17%	4%	6%	nt
12	CC(C)C(OC(=O)c1ccccc1)c1nccc2ccccc12 (configuration not stated)	2%	-8%	0%	3%	3%
13	CC(=O)Oc1ccc(C(=O)Nc2ccc3c(c2)C(=O)N(CCC(=O)O)C3=O)cc1	-13%	1%	-1%	135%[activator]	-1%
14	Cc1ccccc1OCCn1c(S(=O)(=O)O)nc2c(N)ncnc21	?	50%	-14%	-5%	4%
15	Cc1cccn2c(=O)c(/C=C3\SC(=S)NC3=O)c(NCCCN3CCOCC3)nc12	-15%	-15%	6%	-10%	51%[activator]

no.	TRHR ag	Pol iota inh	BLM inh	POLK inh
1	0.5	13%	-3%	-5%
2	-0.7	-14%	0%	7%
3	-1.0	-15%	-3%	2%
4	3.6	-3%	0%	-2%
5	0.1	0%	-2%	0%
6	-0.5	21%	0%	-8%
7	1.3	2%	-2%	-11%
8	-0.6	-1%	-2%	2%
9	-1.7	-27%	-4%	-15%
10	-1.2	4%	nt	-1%
11	0.6	nt	5%	nt
12	-0.6	-11%[58.9 µM]	-7%	-11%
13	0.1	-4%	-3%	-6%
14	-0.1	109%[activator]	-3%	-2%
15	-0.9	9%	37%[activator]	-15%

# Additional results follow.
no.	canonical_smiles	ALOX12 inh	POLB inh	APEX1 inh	Anesthetic bind	ERG Ets-DNA blk
16	CCOc1ccc(/C=C2\SC(=S)N(CCC(=O)O)C2=O)cc1	23%	0%	-2%	-5%	-6%
17	CCCc1cc(=O)oc2c(C)c(OCC(=O)NC3CCN(Cc4ccccc4)CC3)ccc12	0%	3%	73%[activator]	-11%	10%
18	Cn1cnnc1SCC(=O)Nc1ccccc1Sc1ccccc1	14%	20%	?	-7%	1%
19	COCCCn1c(=O)c2ccccc2n(Cc2cccc(C)c2)c1=O	?	23%	12%	6%	-1%
20	Cc1[nH]n(-c2ccccc2)c(=O)c1/C=N/N1C(=O)c2ccc3c4c(ccc(c24)C1=O)CC3	3%	?	?	-9%	-12%
21	COc1ccc(C2SCC(C(=O)O)N2C(C)=O)cc1OC (configuration not stated)	240%[activator]	45%	3%	-5%	-9%
22	CC(C)c1ccc(C(CC(=O)c2ccc(Cl)cc2)C(=O)O)cc1 (configuration not stated)	-19%	?	0%	-20%	5%
23	O=C(NCCc1c[nH]c2ccccc12)c1cc([N+](=O)[O-])cc([N+](=O)[O-])c1	?	3%	63%[activator]	-3%	8%
24	CC(=O)N1c2ccccc2CC1C(=O)N1CCN(c2ccccc2F)CC1 (configuration not stated)	-9%	40%	nt	5%	-1%
25	Cc1ccc(NC(=O)C2CCN(S(=O)(=O)c3c(C)noc3C)CC2)cc1	-23%	10%	nt	8%	-1%
26	Nc1nc(C2CCCN2S(=O)(=O)c2ccc(Cl)cc2)cs1 (configuration not stated)	-15%	-12%	-2%	-12%	10%
27	O=C(OCC(=O)N(Cc1ccccc1)Cc1ccccc1)c1cccc(O)c1	20%	nt	5%	nt	-8%
28	Cc1cc(C(F)(F)F)nc(-n2cc(-c3cccc(N)c3)nn2)n1	37%	13%	-6%	-10%	-5%
29	Cc1sc2nc(-c3ccccn3)[nH]c(=O)c2c1-c1ccccc1	?	3%	-2%	-12%	-8%
30	Cc1cc(NC(=O)c2cc(-c3ccc4c(c3)OCO4)on2)n(-c2ccccc2)n1	-4%	4%	-8%	-12%	-3%

no.	TRHR ag	Pol iota inh	BLM inh	POLK inh
16	-0.6	?	-1%	-10%
17	-0.3	11%	1%	4%
18	-2.6	9%	2%	-5%
19	-1.1	65%[activator]	-3%	4%
20	0.1	77%[activator]	-7%	-36%
21	0.3	-16%	-1%	-21%
22	nt	8%	-3%	1%
23	0.0	-19%	-2%	4%
24	0.3	-1%	1%	-3%[60.1 µM]
25	-1.3	21%	-1%	19%
26	0.1	17%	-3%	-3%
27	-0.1	-12%	nt	-14%
28	-2.5	12%	-7%	1%
29	1.7	11%	0%	-24%
30	1.7	5%[58.9 µM]	-1%	-12%

# Compound profiles (already shown):
# Listed for COCCCn1c(=O)c2ccccc2n(Cc2cccc(C)c2)c1=O → ALOX12 inh: ?; POLB inh: 23%; APEX1 inh: 12%; Anesthetic bind: 6%; ERG Ets-DNA blk: -1%; TRHR ag: -1.1; Pol iota inh: 65%[activator]; BLM inh: -3%; POLK inh: 4%
# Listed for Cc1[nH]n(-c2ccccc2)c(=O)c1/C=N/N1C(=O)c2ccc3c4c(ccc(c24)C1=O)CC3 → ALOX12 inh: 3%; POLB inh: ?; APEX1 inh: ?; Anesthetic bind: -9%; ERG Ets-DNA blk: -12%; TRHR ag: 0.1; Pol iota inh: 77%[activator]; BLM inh: -7%; POLK inh: -36%
# Listed for Cc1cc(NC(=O)c2cc(-c3ccc4c(c3)OCO4)on2)n(-c2ccccc2)n1 → ALOX12 inh: -4%; POLB inh: 4%; APEX1 inh: -8%; Anesthetic bind: -12%; ERG Ets-DNA blk: -3%; TRHR ag: 1.7; Pol iota inh: 5%[58.9 µM]; BLM inh: -1%; POLK inh: -12%

# Quoted from the listing:
# Under ERG Ets-DNA blk, entry 24 is entered as -1%
# Under ALOX12 inh, entry 21 is entered as 240%[activator]
# Under Pol iota inh, entry 17 is entered as 11%
# Under POLK inh, entry 27 is entered as -14%
# Under POLK inh, entry 26 is entered as -3%
# Under BLM inh, entry 22 is entered as -3%

# Additional entries follow.
no.	canonical_smiles	ALOX12 inh	POLB inh	APEX1 inh	Anesthetic bind	ERG Ets-DNA blk
31	Clc1ccc(C2Nc3cccc4cccc(c34)N2)cc1	4.5µM*	-1%	54%[activator]	9%	4%
32	COc1ccccc1CCNC(=O)Cn1ccc2cc(S(=O)(=O)N3CCCC3)ccc21	6%	3%	-6%	-7%	5%
33	CN(C)c1ccc(C#Cc2ccc3cc(CCCO)oc(=O)c3c2)cc1	-9%	nt	4%	nt	-1%
34	COc1ccc(OC)c(S(=O)(=O)NCC(=O)NC2CCCCCC2)c1	2%	nt	12%	nt	-1%
35	COc1ccc(CN2CCC(C(=O)N3CCCC(C)C3)CC2)cc1OC (configuration not stated)	-15%	1%	0%	-5%	?
36	CCCN(CCC)S(=O)(=O)c1ccc(C(=O)N2CCOCC2)cc1	3%	6%	1%	-10%	-1%
37	CCN(CC(=O)Nc1ccc2c(c1)OCCO2)C(=O)c1ccc(Cl)cc1Cl	4%	nt	16%	nt	-4%
38	CCc1ccc(/C(C)=N\Nc2ccc([N+](=O)[O-])cc2)cc1	?	5%	1%	-19%	-1%
39	Cc1nn(CC(=O)O)c(=O)c2ccccc12	-28%	0%	2%	-1%	-5%
40	O=C(NCc1ccc2c(c1)OCO2)c1ccccc1Cl	0%	nt	nt	nt	-2%
41	OCCNCCCOc1ccc(Cl)cc1Br	-40%	1%	0%	-16%	-2%
42	CC(C)CCNC(=O)NC(=O)COc1c(F)c(F)cc(F)c1F	47%[activator]	11%	3%	?	1%
43	O=C1CC(N2CCN(c3ccc(Cl)cc3)CC2)C(=O)N1c1ccc(F)cc1 (configuration not stated)	-4%	18%	17%	-2%	3%
44	COCCn1c(=O)c(C)nc2cnc(Nc3ccccc3)nc21	8%	nt	-2%	nt	nt

no.	TRHR ag	Pol iota inh	BLM inh	POLK inh
31	-0.5	-12%	-11%	-6%
32	0.1	25%	-1%	-12%
33	0.1	-5%	nt	3%
34	2.1	11%	nt	4%
35	0.5	24%	1%	10%
36	0.5	7%	1%	-6%
37	0.0	2%	nt	-8%
38	5.1	-18%	-5%	-6%
39	0.3	?	-2%	-9%
40	nt	13%	nt	0%
41	2.1	-9%	-3%	-3%
42	-0.8	4%	-2%	-2%
43	0.3	14%	-1%	-22%
44	nt	nt	0%	1%[60.1 µM]

# This is a subset; rates above refer to the full screens.
